Source: PubChem
SENP1 FRET inh: human SENP1 catalytic domain inhibitors, primary screen, biochemical, FRET, uHTS; recombinant SENP1 catalytic domain, CyPet-SUMO1-YPet FRET cleavage; inhibition, % at 10 µM; hit rate 0.21% among 360,000; AID 624204, 2012;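 active = inhibition at least 30% at 10 µM, raw YFP signal under a set limit, fluorescence ratio 0.5 to 1.5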;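 also: 0% = enzyme with DMSO and 100% = no enzyme wells; some results filed as inactive read as strong as hits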
Target sequence (Q9P0U3 419-644 limits assumed): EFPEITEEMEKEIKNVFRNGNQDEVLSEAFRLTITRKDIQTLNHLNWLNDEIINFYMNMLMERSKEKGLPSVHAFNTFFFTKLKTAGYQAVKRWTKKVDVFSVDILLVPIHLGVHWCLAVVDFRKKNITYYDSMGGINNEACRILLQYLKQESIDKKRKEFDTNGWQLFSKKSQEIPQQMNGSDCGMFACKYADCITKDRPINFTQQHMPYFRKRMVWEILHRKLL
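Test system: recombinant human SENP1 catalytic domain, His6-tagged / Medium: pH 8 Tris buffer with EDTA, NaCl, BME, BSA, NP40, catalase / Also added: SUMO1 FRET substrate flanked by Cypet and Ypet, 25 nM / Times: 50 min reaction at room temperature / Signal: FRET, CFP and YFP emission / Control set: no-enzyme low control and enzyme-plus-DMSO high control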
PfG6PD inh: PfG6PD enzyme inhibitors, primary screen, biochemical, fluorescence intensity, uHTS; glucose-6-phosphate dehydrogenase-6-phosphogluconolactonase (Plasmodium falciparum 3D7); PfGluPho enzyme, NADPH resazurin-diaphorase fluorescence; inhibition, % at 20 µM; hit rate 0.78% among 350,000;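 active = inhibition reaching at least a set limit at 20 µM in the primary screen, cut at about 59% in these data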;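 also: 0% = DMSO wells with substrate and 100% = DMSO wells lacking glucose-6-phosphate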
SENP8 block: human SENP8 protease inhibitors, primary screen, biochemical, fluorescence, Nedd8 protein substrate, uHTS; recombinant SENP8; inhibition, % at 20 µM; hit rate 0.64% among 360,000; in the data active = inhibition mostly above about 40%, no sharp cut-off; inactive = mostly below about 27%
Target sequence (Q96LD8 whole entry, looked up): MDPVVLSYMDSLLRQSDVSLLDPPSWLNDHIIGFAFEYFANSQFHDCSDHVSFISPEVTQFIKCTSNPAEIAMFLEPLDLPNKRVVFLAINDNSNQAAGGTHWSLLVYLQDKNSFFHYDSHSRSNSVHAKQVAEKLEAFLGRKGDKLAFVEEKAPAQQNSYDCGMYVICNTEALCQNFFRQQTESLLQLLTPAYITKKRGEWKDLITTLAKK
The depositor's hits bear a star; i = inactive.

SMILES	SENP1 FRET inh	PfG6PD inh	SENP8 block
CN(C)S(=O)(=O)c1ccc2c(c1)nc(CCC(=O)NCC(=O)Nc1ccc(F)c(F)c1F)n2C	-1.8	-8.9	8.4
CN(Cc1ccccc1)C(=O)CCN1C(=O)c2cccc([N+](=O)[O-])c2C1=O	2.7	3.9	26.9
C[C@H](CO)N1C[C@H](C)[C@@H](CN(C)S(=O)(=O)c2ccc3c(c2)OCCCO3)OCc2cnnn2CCCC1=O	-1.2	4.5	5.9
COc1ccc(CCNC(=O)CN(c2ccccc2)S(=O)(=O)c2ccccc2)cc1	2.8	0.1	11.9
COc1ccc(C(CNC(=O)CCNS(=O)(=O)c2ccccc2)N2CCOCC2)cc1 (stereo not drawn)	-7.1	-7.9	-15.2
Cc1cc(C)c(N2C(=O)CC(Sc3ccccc3N)C2=O)c(C)c1 (stereo not drawn)	0.5	8.8	12.7
O=C(NCc1cc2ccccc2[nH]1)C1CCC(=O)N(CC2CCCCC2)C1 (stereo not drawn)	-99.0	3.8	-187.2
COc1cccc(-n2c(SCC(=O)NC3CC3)nc3ccccc3c2=O)c1	-2.6	16.2	3.3
COC1OC2COC(c3ccccc3)OC2C(NC(C)=O)C1OC(C)=O (stereo not drawn)	2.9	10.5	16.0
CN(C1CCCCC1)S(=O)(=O)c1ccc2c(c1)c(=O)c(C(=O)O)cn2C	2.3	-20.7	17.4
COCCCNC(=S)N1CCN(c2nc(-c3ccc(Cl)cc3)cs2)CC1	1.3	23.2	0.1
O=C(O)CSc1c(Cl)c(=O)oc2ccc(Cl)cc12	-0.6	-13.9	-52.9
Cc1ccc2nc3n(c(=O)c2c1)-c1ncccc1C(=O)NC3Cc1ccccc1 (stereo not drawn)	-1.7	12.2	13.8
COc1ccc(C(=O)N2C=Cc3ccccc3C2C(N)=O)cc1 (stereo not drawn)	-1.4	-8.5	10.9
CC1=CC(C)C(=O)N(CCN2CCOCC2)C(C)=C1 (stereo not drawn)	1.2	-15.2	8.4
COc1ccc(NC(=O)C2CC2(Cl)Cl)cc1S(=O)(=O)N1CCCCC1 (stereo not drawn)	2.6	-24.3	21.9
O=C(COC(=O)c1cc(S(=O)(=O)N2CCOCC2)ccc1F)Nc1ccccc1C(F)(F)F	0.7	-7.8	2.1
O=C(CC1CC2CCC1C2)N1CCN(S(=O)(=O)c2ccc(C(F)(F)F)cc2)CC1 (stereo not drawn)	-0.6	-0.2	-1.7
COc1ccc(-c2ccc(CN3C(CC(C)C)C(=O)N(Cc4cn(CCC5OCCO5)nn4)CCS3(=O)=O)cc2)cc1OC (stereo not drawn)	2.2	18.1	15.8
O=C(OCc1cn([C@H]2C[C@H](c3ccc(Cl)cc3)N(Cc3cccs3)C[C@@H]2O)nn1)c1ccccc1	-2.9	28.0	-5.6

Continued, starting with the last 2 of the part before.
SMILES	SENP1 FRET inh	PfG6PD inh	SENP8 block
COc1ccc(-c2ccc(CN3C(CC(C)C)C(=O)N(Cc4cn(CCC5OCCO5)nn4)CCS3(=O)=O)cc2)cc1OC (stereo not drawn)	2.2	18.1	15.8
O=C(OCc1cn([C@H]2C[C@H](c3ccc(Cl)cc3)N(Cc3cccs3)C[C@@H]2O)nn1)c1ccccc1	-2.9	28.0	-5.6
COc1ccc(NC(=O)C[C@H]2C(=O)N(C3CCCCC3)C[C@@H]2C)cc1	1.2	4.2	8.6
CCCCN1C(=O)C(CC(=O)NCCc2ccccn2)CC(C(=O)N(CC)CC)=C1C (stereo not drawn)	-0.6	3.5	-1.2
CCN(CC)C(=O)C1=C(C)N(CCCOC)C(=O)C(CC(=O)NCc2ccco2)C1 (stereo not drawn)	0.6	-8.0	7.3
O=C(NCCNc1ccc([N+](=O)[O-])cc1)c1ccccc1Cl	-1.6	-14.6	18.4
COC(=O)[C@H](CC(C)C)NS(=O)(=O)c1ccc(F)cc1Br	1.5	11.7	0.6
COc1ccc(C(=O)Nc2ccc3nc4n(c(=O)c3c2)CCCCC4)cc1OC	0.8	11.2	-1.0
Cc1cc(=O)c2c(N(C)C)cccc2[nH]1	-101.1	27.1	-476.9
COC(=O)[C@H]1C[C@H](OC(=O)NC2CC2)[C@@]2(O)CN(S(=O)(=O)c3ccc(C)cc3)CC2[C@H]1C(=O)OC (stereo partly drawn)	0.8	4.8	20.9
COc1ccccc1OCC(=O)Nc1ccc(C(=O)Nc2ccccc2C(=O)O)cc1	1.7	-12.3	-0.6
COc1cc(-c2cc(C(=O)O)c3cc4ccccc4cc3n2)cc(OC)c1OC	0.8	6.4	i
O=C(Nc1ccc2c(c1)CN(C(=O)Nc1ccc(F)cc1)CC2)c1ccccn1	0.1	0.6	-0.6
CCC1NC(=O)c2cccnc2-n2c1nc1ccc(F)cc1c2=O (stereo not drawn)	-0.5	-3.2	2.0
Cc1ccccc1C(C)(O)c1cnc(C)n1Cc1ccccc1 (stereo not drawn)	0.2	-3.3	5.1
Cc1cc(OCC(=O)OCC(=O)N(Cc2ccccc2)C(C)(C)C)ccc1Cl	4.3	19.1	1.9
CC(=O)Nc1ccc(S(=O)(=O)N[C@@H](C)C(=O)OCC(=O)c2ccc(Br)s2)cc1	1.8	-9.9	18.2
CCCCN1C[C@H](CSC)[C@@H](CC(=O)Nc2ccc(OC)cc2)C1=O	-0.4	-5.5	-0.7
Cc1c([N+](=O)[O-])oc2c1C(=O)NCCC2	0.8	3.9	24.5
COc1ccc(NC(=O)N(C)C[C@@H]2OCc3cnnn3CCCC(=O)N([C@H](C)CO)C[C@H]2C)cc1	0.9	-15.1	7.8
CC(C)(C)OC(=O)N1CCc2onc(-c3ccccc3F)c2C1=O	-0.7	-8.5	8.5
CCCCCC(=O)N1C[C@@H](O)[C@H](n2cc(COC(=O)c3ccccc3)nn2)C[C@@H]1c1ccccc1	0.1	13.5	-32.5
COc1ccc(C(=O)O)cc1S(=O)(=O)Nc1cc(C(F)(F)F)ccc1N1CCCCC1	-0.3	-29.9	-3.0
Cc1cc(C(=O)COc2ccc(Br)cc2F)c(C)n1CC1CCCO1 (stereo not drawn)	-0.6	0.4	-6.0
CC(C)OC(=O)N(C)C[C@@H]1OCc2cn(nn2)CCCC(=O)N([C@H](C)CO)C[C@H]1C	1.0	-18.9	11.0
C[C@@H]1CCCCO[C@@H](CN(C)C(=O)Nc2ccc3c(c2)OCO3)[C@@H](C)CN([C@H](C)CO)C(=O)c2cc(N(C)C)ccc2O1	1.0	40.5	-217.7
Cc1ccc([C@H]2C[C@@H](n3cc(C4CC4)nn3)[C@H](O)CN2C(=O)C2CCCCC2)cc1	1.9	-3.1	4.6
CCCc1cc(NCCOCCO)n2c(nc3ccccc32)c1C#N	-120.6	-9.3	i
CCOC(=O)C(C#N)=C1CCC=C(C)C1	-0.8	-9.8	13.8
N#Cc1ccc(S(=O)(=O)NC[C@H]2O[C@@H](n3ccc(N)nc3=O)[C@H](O)[C@@H]2O)cc1	1.7	10.6	14.7
CCn1c(CC(=O)Nc2ccccc2F)nnc1SCC(=O)NC1=NCCS1	1.1	-7.4	4.5
COCc1cc(=O)n2[nH]c(C)c(-c3ccc(Cl)cc3)c2n1	0.1	7.8	-482.3
CC(=O)N1CCN(S(=O)(=O)c2cccc(C(=O)OCc3ccc(F)cc3)c2)CC1	0.8	2.0	6.7
C[C@@H]1CN([C@@H](C)CO)C(=O)c2cc(NS(C)(=O)=O)ccc2O[C@@H](C)CCCCO[C@H]1CN(C)Cc1ccc2c(c1)OCO2	-1.3	12.9	12.1
COc1ccc(-c2cnc3c(c2)C(=O)N([C@H](C)CO)C[C@@H](C)[C@@H](CN(C)C(=O)NC2CCCC2)O3)cc1	-0.1	13.6	-12.4
CC(C)(C)OC(=O)NCc1ccc(CNC(=O)c2[nH]cnc2C(=O)Nc2ccccc2F)cc1	-0.5	13.2	-9.9
CCN(CC)C(=O)C1=C(C)N(Cc2ccc(F)cc2)C(=O)C(CC(=O)NC2CCCCC2)C1 (stereo not drawn)	2.2	3.0	2.0
C[C@@H]1CCCCO[C@@H](CN(C)C(=O)CCC(F)(F)F)[C@@H](C)CN([C@H](C)CO)C(=O)c2cc(N(C)C)ccc2O1	-0.5	31.4	-99.4
COc1ccc(C(=O)NN/C=C/C(=O)c2ccc(Br)cc2)cc1	-5.2	-13.2	18.9
CC(C)(C)NC(=O)CN(C(=O)CCC(=O)Nc1nccs1)c1ccccc1F	-0.4	-10.8	-2.3
COc1ccc(CNC(=O)CCNC(=O)C2CCN(S(=O)(=O)c3ccc(OC)cc3)CC2)cc1	0.5	-4.9	17.6
CN(N=Cc1ccccc1)C(=S)Nc1ccccc1	-0.2	2.2	43.4*
C[C@@H]1CN([C@H](C)CO)C(=O)c2c(c3ccccc3n2C)-c2ccccc2CO[C@H]1CN(C)C(=O)Cc1ccccc1	1.2	-6.1	-5.4
O=C(COC(=O)C1COc2ccccc2O1)c1ccccc1 (stereo not drawn)	1.7	-18.0	19.6
Cc1c(NC(=O)COC(=O)c2cccc(F)c2)c(=O)n(-c2ccccc2)n1C	2.6	-3.0	14.2
CCOc1ccc(Nc2ccc(S(=O)(=O)N3CCOCC3)cc2[N+](=O)[O-])cc1	3.0	-3.5	23.5
C[C@H](NC(=O)c1ncn2c1c(=O)[nH]c1ccccc12)c1ccccc1	-0.4	4.5	-346.5
Clc1ccc2nc3ccccc3cc2c1	-3.7	30.2	-306.2
CCC1NC(=O)c2cccnc2-n2c1nc1cc(F)ccc1c2=O (stereo not drawn)	-3.2	1.6	6.7
Cc1ccc([C@H]2N[C@]3(CCCN(Cc4ccc(F)cc4)C3=O)[C@H]3C(=O)N(Cc4ccccc4)C(=O)[C@@H]23)cc1	1.4	12.7	5.7
CCN(CC)CCNc1ccc(CO)c2oc3cc(Cl)ccc3c(=O)c12	47.5*	5.9	34.8
CC(=O)Nc1cccc(NC(=O)C2CCCO2)c1 (stereo not drawn)	-1.9	31.9	15.8
Cc1ccc(S(=O)(=O)N2CCCCC2)cc1NC(=O)C1COc2ccccc2O1 (stereo not drawn)	1.8	13.4	11.7
O=C(OCc1cn([C@@H]2C[C@H](c3ccc(Cl)cc3)N(C(=O)c3cccs3)C[C@H]2O)nn1)c1ccccc1	0.6	2.0	-16.0
Nc1ccn([C@@H]2O[C@H](CNCc3ccc(Oc4cc(-n5cccn5)ncn4)cc3)[C@@H](O)[C@H]2O)c(=O)n1	1.5	-4.3	9.8
CC(C)c1cc(C(=O)OCC(=O)NC2CCS(=O)(=O)C2)c(O)c(C(C)C)c1 (stereo not drawn)	1.9	0.0	-20.5
CC1=C(C(=O)N(C)C)CC(CC(=O)NC2CC2)C(=O)N1CCC1=CCCCC1 (stereo not drawn)	2.3	-7.3	-14.8
Cc1cccc(OCc2nnc(SCC(=O)NCc3ccc4c(c3)OCO4)o2)c1	-1.7	23.2	7.9
COc1cccc(OC)c1C(=O)N1CCN(Cc2ccccc2F)CC1	-0.3	-20.6	13.2
COc1ccccc1-c1noc(CCC(=O)Nc2cccnc2)n1	-0.1	11.0	20.8
Cc1cc(C)c(S(=O)(=O)N2CCOC23CCN(S(C)(=O)=O)CC3)c(C)c1	0.3	13.7	7.6
Cc1onc(-c2ccccc2)c1C(=O)NC1CCCCC1C (stereo not drawn)	1.7	12.3	14.2
(further entries)
SMILES	SENP1 FRET inh	PfG6PD inh	SENP8 block
Cc1cc(NS(C)(=O)=O)c(=O)n(Cc2cccc(C(F)(F)F)c2)c1	-10.5	3.5	-204.9
COc1ccc([C@H]2C[C@H](O)[C@@H](n3cc(-c4ccc(F)cc4)nn3)CN2C(=O)c2cccs2)cc1	1.2	10.0	-4.5
O=C(Cn1sc2ccccc2c1=O)Nc1ccc(Cl)cc1	-23.3	125.4*	-18.2
CCN(c1ccccc1)S(=O)(=O)c1cccc(C(=O)NCC(c2ccc(OC)cc2)N2CCCCC2)c1 (stereo not drawn)	-5.4	24.2	7.7
NC(=S)NN=Cc1nccc2c(C(F)(F)F)cccc12	-8.7	16.9	-244.2
OCC1OC(n2ccc3c2ncn2ncnc32)C(O)C1O (stereo not drawn)	-1.3	-14.6	13.4
O=S(=O)(c1ccccc1)N1CCN(CCOc2ccc(F)cc2)CC1	3.6	7.4	22.4
O=C(NCc1ccccn1)C1CCN(C2CCN(Cc3cccc(F)c3)CC2)CC1	-20.3	2.3	13.1
Cc1noc(C)c1S(=O)(=O)N(C)C[C@H]1OCc2cnnn2CCCC(=O)N([C@H](C)CO)C[C@@H]1C	0.3	17.3	-1.7
CCC1NC(=O)c2cc3ccccc3cc2-n2c1nc1cc(F)ccc1c2=O (stereo not drawn)	-4.1	22.0	3.0
CCCCN(C(=O)c1cccc(-n2cnnn2)c1)c1c(N)n(CCCC)c(=O)[nH]c1=O	-7.1	11.1	-16.0

2 entries drawn at random from those above:
SMILES	SENP1 FRET inh	PfG6PD inh	SENP8 block
COc1ccc(CNC(=O)CCNC(=O)C2CCN(S(=O)(=O)c3ccc(OC)cc3)CC2)cc1	0.5	-4.9	17.6
CN(Cc1ccccc1)C(=O)CCN1C(=O)c2cccc([N+](=O)[O-])c2C1=O	2.7	3.9	26.9

At a glance, part of the list above.
SMILES	SENP1 FRET inh	PfG6PD inh	SENP8 block
Cc1noc(C)c1S(=O)(=O)N(C)C[C@H]1OCc2cnnn2CCCC(=O)N([C@H](C)CO)C[C@@H]1C	0.3	17.3	-1.7
CCC1NC(=O)c2cc3ccccc3cc2-n2c1nc1cc(F)ccc1c2=O (stereo not drawn)	-4.1	22.0	3.0
CCCCN(C(=O)c1cccc(-n2cnnn2)c1)c1c(N)n(CCCC)c(=O)[nH]c1=O	-7.1	11.1	-16.0

Only part of the results is shown; count on the stated rates, not on these rows.
